Tb PFK inh = inhibitors of T. brucei phosphofructokinase; Potency, µM (highest dose often 57.5 µM), inactives show at the highest dose activity, negative = inhibition, usual class: inhibitors; 0.17% of 330,000 active; O15648; T. brucei PFK, ADP-Glo luminescence;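 also: potency is read from the fitted curve at half-maximal effect; 0% = uninhibited 1x PFK enzyme wells and -100% = no-enzyme wells; nearly all actives have a fitted effect of over 60% in size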
Target sequence (O15648 whole entry, looked up): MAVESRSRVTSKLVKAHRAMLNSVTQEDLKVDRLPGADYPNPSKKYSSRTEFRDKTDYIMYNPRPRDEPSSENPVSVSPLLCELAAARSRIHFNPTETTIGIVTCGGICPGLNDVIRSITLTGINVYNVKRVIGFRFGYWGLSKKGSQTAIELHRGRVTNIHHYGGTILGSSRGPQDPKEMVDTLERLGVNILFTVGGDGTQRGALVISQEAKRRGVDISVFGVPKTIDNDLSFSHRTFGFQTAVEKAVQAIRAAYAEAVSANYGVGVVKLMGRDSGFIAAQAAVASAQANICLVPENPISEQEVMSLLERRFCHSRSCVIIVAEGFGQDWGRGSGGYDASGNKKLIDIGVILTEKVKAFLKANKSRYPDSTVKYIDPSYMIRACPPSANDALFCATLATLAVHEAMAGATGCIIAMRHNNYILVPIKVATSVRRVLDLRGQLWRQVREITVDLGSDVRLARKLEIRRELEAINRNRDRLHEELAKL
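In TEA buffer at pH 8.0 with 5 mM MgCl2, enzyme (1.25 nM) converted F6P (0.5 mM) and ATP (0.1 mM) for 45 min at room temperature. ADP product was read by luciferase luminescence.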
NPC1 prom act = activators of NPC1 promoter. AID 485313. 2.4% of 320,000 active. Potency, µM (titrated, usually from 9.22 µM), for inactives: at the highest dose activation, usual class: activators. Huh7 NPC1 promoter luciferase reporter, 24 h;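 also: potency is read from the fitted curve at half-maximal effect; % of control where 0% means no effect; nearly all actives have a fitted effect of over 60% in size; reporter is driven by a mutant NPC1 promoter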
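Compounds in DMSO were transferred onto Huh7 NPC1-luciferase reporter cells pre-incubated 2 h; after 24 h at 37 °C, Amplite reagent was dispensed and luminescence recorded 10 min later.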
Rab9 promoter act = Rab9 promoter activation. Potency, µM (highest dose often 9.22 µM), for inactives: at the top dose activation, negative = inhibition, hits mostly activators. AID 485297. 2.8% of 320,000 active. Huh7 Rab9 promoter-luciferase reporter, luminescence, 24 h; also: potency is read from the fitted curve at half-maximal effect; % of control where 0% means no effect; nearly all actives have a fitted effect of over 60% in size
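Measured in stably transfected Huh7 cells bearing a Rab9 promoter–luciferase construct: 24 h compound treatment at 37 °C, followed by luminescence detection.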
uPA generation = blocks generation of uPA at the cell surface; 0.31% of 330,000 active; AID 540303; cell surface uPA generation assay, qHTS; Potency, µM (doses to about 38.3 µM), for inactives: at the highest dose activity change, negative = inhibition, hits mostly inhibitors; active = well fitted inhibition curve with a large enough effect; inconclusive = small, poorly fitted or top-dose-only effect; inactive = no such curve, though single readings can be large or run the other way; tested in mouse RAW 264.7 cells; also: potency is read from the fitted curve at half-maximal effect; % is scaled to controls: 0 for no effect and ±100 for the full control effect; nearly all actives have a fitted effect of over 55% in size
Giardia kill = kills Giardia lamblia. activity change, % at 7.66 µM, hits read low. Giardia lamblia trophozoite viability. 0.15% of 340,000 active. AID 540267; in the data active = activity change below about -80%; inconclusive = between about -30% and that limit;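 also: parasites exposed to compound for two days anaerobically before the ATP read; % is scaled to controls: 0 for no effect and ±100 for the full control effect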
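Viability, read as ATP luminescence: trophozoites at 100 cells/well, compound added, 48 hrs anaerobic at 37 deg C, then 15-30 min room-temperature development before reading.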
RORg inh = blocks mouse ROR gamma transcriptional activity. 5.4% of 310,000 active. Drosophila S2 Gal4-RORgamma UAS-luciferase reporter, 20 h. Potency, µM (doses to about 53.6 µM), for inactives: top-dose activity change, negative = inhibition, most hits filed as inhibitors; also: potency is read from the fitted curve at half-maximal effect; % is scaled to controls: 0 for no effect and ±100 for the full control effect; nearly all actives have a fitted effect of over 60% in size
Target sequence (P51450 whole entry, looked up, the tested form may be a part): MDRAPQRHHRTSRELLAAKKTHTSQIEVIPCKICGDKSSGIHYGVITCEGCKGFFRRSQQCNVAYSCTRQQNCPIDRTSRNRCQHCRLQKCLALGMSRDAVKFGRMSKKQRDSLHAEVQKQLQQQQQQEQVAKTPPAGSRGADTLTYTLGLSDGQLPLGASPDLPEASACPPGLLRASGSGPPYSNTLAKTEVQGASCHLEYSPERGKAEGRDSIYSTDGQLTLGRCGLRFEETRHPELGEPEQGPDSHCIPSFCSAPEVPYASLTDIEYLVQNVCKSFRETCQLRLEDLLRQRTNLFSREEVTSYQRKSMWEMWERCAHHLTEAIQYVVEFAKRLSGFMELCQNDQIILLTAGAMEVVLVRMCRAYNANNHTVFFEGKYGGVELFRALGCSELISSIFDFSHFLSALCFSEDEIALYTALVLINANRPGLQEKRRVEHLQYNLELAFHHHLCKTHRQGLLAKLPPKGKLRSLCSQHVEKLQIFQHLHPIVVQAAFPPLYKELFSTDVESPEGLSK
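Luciferase reporter read in Schneider cells carrying Gal4-RORγ (mouse) and UAS-Photinus luciferase; cells given compound 1 h before 700 uM copper sulfate induction, then incubated 20 h at ambient temperature.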
VP16 counter = counter-screen for ROR gamma inhibitors: Gal4-VP16 reporter | AID 2546 | Potency, µM (titrated, usually from 53.6 µM), for inactives: at the highest dose activity, negative = inhibition, usual class: inhibitors | Drosophila S2 Gal4-VP16 UAS-luciferase, luminescence, 20 h | 3.5% of 310,000 active;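 also: Gal4-VP16 expression switched on by copper sulfate through the metallothionein promoter; potency is read from the fitted curve at half-maximal effect; % is scaled to controls: 0 for no effect and ±100 for the full control effect; nearly all actives have a fitted effect of over 50% in size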
FLuc counter = firefly luciferase modulation, counter-screen for miR-21 project. P08659. purified FLuc, Km substrates, luminescence inhibition. Potency, µM (doses to about 57.5 µM), without a hit: at the highest dose activity change, negative = inhibition, actives largely listed as inhibitors. 6.9% of 360,000 active;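 also: potency is read from the fitted curve at half-maximal effect; plate controls were vehicle for no effect and reference inhibitor for full effect; nearly all actives have a fitted effect of over 55% in size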
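Biochemical qHTS of compounds, final roughly 60 µM downward over six points, against 10 nM purified firefly luciferase using Km concentrations of substrates (10 uM D-luciferin, 10 uM ATP) in Tris acetate pH 7.5 buffer; luminescence output.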
FBPA coupling cs = inhibits coupling enzyme system, counter-screen for aldolase hits; coupling enzyme system counterscreen, AmpLite Red fluorescence; activity change, negative = inhibition, % at 58.2 µM, hits read low; 0.67% of 290,000 active; AID 2472; in the data active = activity change below about -30%; also: % is scaled to controls: 0 for no effect and ±100 for the full control effect
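Fluorescence at 525 nm excitation and 598 nm emission measured inhibition of the coupled detection system without aldolase. Compounds (at 57.5 uM final) were preincubated 10 min at room temperature with coupling enzyme reagent before a 20 min substrate/AmpLite Red step.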
KCNH2 3.1 inh = inhibitors of human KCNH2 3.1 potassium channel isoform. U2OS KCNH2 3.1, thallium flux FluxOr; hits give low values. activity change, % (tested at about 1.8 µM). 0.95% of 340,000 active. AID 720553;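 active = maximum activity change below -70%; inconclusive = maximum activity change from -70% to -50%; inactive = maximum activity change above -50%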;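 also: thallium influx rate constant from kinetic fluorescence after stimulation buffer; % is scaled to controls: 0 for no effect and ±100 for the full control effect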
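FluxOr-based Tl+ influx in U2OS cells transduced with KCNH2 3.1 virus; rate constants normalized to DMSO controls.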
ELG1 genotox = induces genotoxicity in HEK293T cells with luciferase-tagged ELG1; HEK293T ELG1-luciferase reporter, luminescence, 16 h; Potency, µM (series often up to 46 µM), for inactives: at the highest dose activity change, positive = activation, most hits filed as activators; 1.3% of 330,000 active; AID 504466; also: potency is read from the fitted curve at half-maximal effect; % of control where 0% means no effect; nearly all actives have a fitted effect of over 60% in size
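Genotoxicity was scored as increased ELG1-luciferase reporter signal, measured by ONE-Glo luminescence (30 min, room temperature). Compound or vehicle exposure of the HEK293T reporter cells lasted 16 hr at 37°C.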
The depositor's hits bear a star; ? = inconclusive; / = no result given; & = joins results of further samples; ! = a repeat was not active; [ ] = another dose, or the depositor's remark. Unless noted, calls follow the shape of the dose curve; as a rule, active = well fitted curve in the direction sought with a large enough effect; inconclusive = small, poorly fitted or top-dose-only effect, or another doubt; inactive = no such curve, though single readings can be large; an effect the other way counts as inactive or inconclusive.

SMILES	Tb PFK inh	NPC1 prom act	Rab9 promoter act	uPA generation	Giardia kill	RORg inh	VP16 counter	FLuc counter	FBPA coupling cs	KCNH2 3.1 inh	ELG1 genotox
COc1ccc(NC(=O)CSCC(=O)N2CCN(C(=O)c3ccco3)CC2)cc1	4%	-3%	-7%	-9%	0	/	/	-3%	/	3	2%
COc1ccc(-c2csc(N(CCCN3CCOCC3)C(=O)CCl)n2)cc1	1%	-3%	4%	2%	-10	18%	-5%	2%	-2	-3	1%
CCC(=O)N1CCN(c2ccc(NC(=O)c3ccc(C#N)cc3F)cc2Cl)CC1	14%	-13%	-16%	0%	?	?	?	?	-9	-11	-19%
COc1ccc(N(CC(=O)NC2CCCCCCC2)S(=O)(=O)c2c(C)nn(C)c2C)cc1	-1%	-4%	-8%	4%	-22	-16%	3%	3%	2	-17	-4%
O=c1cc(CN2CCC(Cc3ccccc3)CC2)nc2sccn12	-3%	4%	-3%	0%	-22	0%	21%	-2%	0	/	1%
Cc1cccc(NS(=O)(=O)c2ccc([N+](=O)[O-])cc2)n1	2%	6%	-2%	0%	9	-1%	-2%	-1%	-3	-1	-2%
Cc1csc(N(C(=O)c2ccccc2F)c2ccccc2)n1	1%	2%	-4%	-3%	-4	6%	8%	4%	-1	10	-9%
COc1ccc([C@H]2CC(=O)C=C(c3ccc4c(c3)OCO4)C2)cc1OC	-1%	-1%	-12%	3%	34[activator]	/	/	-14%	/	-8	-1%
Cc1ccc(C(=O)Cn2c(C(=O)O)cc3ccccc32)cc1	-5%	-3%	7%	-7%	-30	0%	-5%	1%	6	18	-3%
O=C(CSc1ncccn1)NN=C1CCCCCC1	0%	0%	1%	-11%	3	1%	-6%	-1%	4	1	1%
COc1cccc(OCC(=O)NNC(=O)c2cnccn2)c1	-2%	-3%	1%	2%	9	-16%	-5%	2%	6	18	-1%
O=C(O)c1cc(O)c2c(c1)C(=O)c1cc(O)cc(O)c1C2=O	29%	-19%	-11%	?	8	6.3µM*!	?	?	-4&-11	-1	5%
C/C(=N/NC(=O)CNC(=O)c1ccccc1)c1ccc(C)cc1	-4%	-7%	-3%	-4%	8	5%	-4%	1%	1	-24	-5%
CSc1sc(-c2ccnc(SCCS(C)(=O)=O)n2)c(-c2ccccc2)c1C#N	1%	-2%	-7%	-4%	-1	12%	-26%	1%	0	7	-6%
CCc1nc2nc(C)c(NS(=O)(=O)c3ccc(C4CCCCC4)cc3)c(=O)n2[nH]1	-7%	1%	-7%	2%	-3	4%	1%	1%	3	16	-1%

RORg inh, entries above that show a hit
| Structure | Tb PFK inh | NPC1 prom act | Rab9 promoter act | uPA generation | RORg inh |
| --- | --- | --- | --- | --- | --- |
| O=C(O)c1cc(O)c2c(c1)C(=O)c1cc(O)cc(O)c1C2=O | 29% | -19% | -11% | ? | 6.3µM*! |

More entries:
SMILES	Tb PFK inh	NPC1 prom act	Rab9 promoter act	uPA generation	Giardia kill	RORg inh	VP16 counter	FLuc counter	FBPA coupling cs	KCNH2 3.1 inh	ELG1 genotox
O=C(NCC1CCCO1)C1CCCN(S(=O)(=O)c2cccc(C(F)(F)F)c2)C1 (centres undefined)	4%	-3%	0%	2%	-11	-8%	-19%	1%	1	25	3%
Fc1cccc(Nc2c3c(nc4ccccc24)CCC3)c1	0%	-11%	4%[1.84 µM]	1%	8	10%	-14%	-2%	2	-26	-3%
CS(=O)(=O)N1CCN(c2ccccc2NC(=O)c2cccs2)CC1	-3%	-4%	0%	2%	-7	-17%	8%	14%	6	5	1%
COc1ccc(-c2nc(SC(C)C(=O)NCC3CCCO3)n[nH]2)cc1 (centres undefined)	2%	-25%	-18%	-10%	8	/	/	-11%	/	1	-1%
O=C(c1ccc(Cl)c([N+](=O)[O-])c1)N1CCN(C(=O)c2ccco2)CC1	3%	0%	-7%	-6%	20	1%	-4%	1%	2	2	-3%
CC(=O)NS(=O)(=O)c1ccc(NC(=O)C2C3C=CC(C3)C2C(=O)O)cc1 (centres undefined)	-2%	-5%	-3%	8%	-2	1%	0%	-1%	0	8	0%
O=C(COC(=O)CNS(=O)(=O)c1c(F)cccc1F)NC(=O)NC1CCCCC1	-2%	3%	1%	3%	-7	/	/	/	/	4	-1%
Cn1c(=O)c2c(ncn2CC(=O)N2CCN(c3cccc(Cl)c3)CC2)n(C)c1=O	?	-1%	-7%	8%	7	12%	0%	-1%	-1	-19	-10%
O=C(Nc1cccc(S(=O)(=O)NC2=NCCCCC2)c1)c1cc(-c2ccc(Cl)cc2)nc2ccccc12	-1%	-4%	-2%	6%	-7	24%	2%	?	-2	-6	-6%
O=C(N/N=C/c1ccc(Br)o1)c1cc([N+](=O)[O-])cc([N+](=O)[O-])c1	-1%	-3%	0%	-4%	10	1.6µM*	4.5µM*	-10%	-2	-5	-7%
c1ccc(Nc2nc(NCCN3CCOCC3)nc(Nc3ccccc3)n2)cc1	1%	0%	-7%	6%	7	6%	10%	-12%	0	24	-4%
CC12CN3CC(C)(CN(C1)C3c1ccc(Br)cc1)C2=O (centres undefined)	0%	0%	13%	0%	5	-2%	-4%	4%	0	-6	-2%
Cn1c(SCC(=O)Nc2ccc(Cl)cc2)nc(O)cc1=O	4%	-5%	3%	2%	0	-1%	-10%	?	4	-6	-5%
COC(=O)[C@@]1(Cc2ccccc2)[C@H]2C(=O)N(C)C(=O)[C@H]2[C@H]2CN=C(SCC3CC3)N21	2%	/	/	5%	-10	/	/	/	/	-26	8%
CC(=Nc1ccccc1)c1sc2ccccc2c1O	-8%	17%	?	-1%	-3	-33%	7%	1.5µM*	-2	-20	2.9µM*
O=C(Nc1cccc2cccnc12)C1CCCC1	0%	-4%	1%	4%	-7	6%	-1%	-11%	-1	17	1%
O=C(COc1ccc(Cl)cc1)Nc1nc(-c2ccc(S(=O)(=O)N3CCOCC3)cc2)cs1	-1%	-3%	0%	/	-6	?	6%	-1%	1	-21	-11%
O=C(COC(=O)CSc1ccc([N+](=O)[O-])cc1)NCC1CCCO1 (centres undefined)	?	0%	-1%	13%	-4	-6%	3%	2%	/	12	2%
Cc1cc(Cl)ccc1NC(=O)CCN1C(=O)C2CCCCC2C1=O (centres undefined)	-10%	1%	-2%	0%	9	/	/	-1%	/	3	0%
CCCCn1c(N)c(N(CCOC)C(=O)c2cc3c(s2)CCC(C)C3)c(=O)[nH]c1=O (centres undefined)	3%	-4%	3%	0%	-8	/	/	-17%	/	1	8%
CN1CCN(c2ccc(NC(=O)COc3ccccc3[N+](=O)[O-])cc2)CC1	-5%	1%	-2%	0%	10	1%	-6%	-17%	-1	-4	-4%
C=CCOc1nc(N2CCCC2)nc(N2CCCC2)n1	13%	-3%	-2%[1.84 µM]	-1%	1	-1%	13%	2%	3	3	-5%
C=CCN(CC=C)c1ccc(N2C(=O)C3CCCCC3C2=O)cc1[N+](=O)[O-] (centres undefined)	0%	-2%	0%	-5%	2	-35%	22µM*	0%	-2	1	-7%
COC1CCN(C(=O)c2ccc3oc(C(C)C)nc3c2)CC1	-1%	1%	6%	1%	9	17%	5%	-16%	-5	7	8%
COC(=O)c1ccc2c(=O)n(CCN3CCOCC3)c(SCC(=O)NCc3ccccc3)nc2c1	0%	2%	-2%	-3%	-26	13%	4%	-5%	1	-12	8%
O=C(NCC1(c2ccccc2)CCCC1)C1(c2ccccc2)CCCC1	-4%	1%	-9%	13%	-2	?	-15%	1%	-2	3	-1%
CC(C)(C)c1ccc(C2CC2C(=O)N/N=C\c2ccc[nH]2)cc1 (centres undefined)	1%	-40%[inhibitor]	-60%[inhibitor]	-18%	-3	10µM*	6.3µM*	17µM*	-10	-6	22%
Cc1ccccc1OCC(=O)NNC(=O)Cc1ccc(S(=O)(=O)N2CCOCC2)s1	0%	0%	1%	8%	1	/	/	0%	/	-1	15%
CCN1CCN(C(c2cccnc2)c2cc(Cl)c3cccnc3c2O)CC1 (centres undefined)	-12%	-2%	9%	-7%	21	2.8µM*	5µM*	-1%	-7	-9	5%
CC(C)(C)C(=O)N1CCC(O)(CS(=O)(=O)Cc2ccccc2Cl)CC1	0%	6%	-5%	1%	9	?	5.6µM*	3%	-1	1	-3%
O=C(CCCSc1nc(-c2ccco2)cc(C(F)(F)F)n1)NCc1cccs1	/	/	/	3%	?	-15%	8%	2%	4	-2	/
Cc1cccc(-c2noc(CN(C(=O)/C=C/c3ccccc3Cl)C(C)C)n2)c1	1%	8%	-4%	2%	-13	?	?	-10%	-3	2	-1%
COc1ccc(NC(C)c2cc(Cl)ccc2O)cc1 (centres undefined)	?	2%	-1%	-4%	3	1%	1%	1%	2	8	4%
CCCCn1ccnc1C(=O)c1cccc(S(=O)(=O)N2c3ccccc3CC2C)c1 (centres undefined)	-4%	0%	-4%	-6%	-16	-3%	2%	5%	-5	-23	-17%

Source: PubChem
